HEK293 NOD2/NF-kB: inhibition of NOD2-driven NF-kB reporter – cell-based, luminescence, uHTS, HEK293 (AID 1566) | HEK293 NOD2/NF-kB luciferase reporter, luminescence; higher % means a stronger effect | inhibition, % at 4 µM, or EC50 in µM where a hit was titrated | 290,000 tested, 0.63% active; note: many of its hits are not listed in these tables
KOR beta-arrestin-1: kappa opioid receptor activators – cell-based, luminescence, uHTS, primary screen (AID 1777); KOR beta-arrestin recruitment, luminescence; higher % means a stronger effect; activation, % at 10 µM; hits with a dose series show EC50 in µM; 280,000 tested, 0.02% active; in the data active = activation above about 50%, passing the limit was not always enough; note: a part of the inactive calls stands beside numbers as strong as those of hits
HIV fusion peptide: inhibitors of HIV fusion peptide binding, primary screen, biochemical, uHTS, fluorescence dequenching (AID 1986); 290,000 tested, 0.3% active; inhibition, % at 20 µM; hits with a dose series show IC50 in µM; cell-free peptide binding, fluorescence dequenching, 30 min; higher % means a stronger effect; in the data active = inhibition mostly above about 52%, no sharp cut-off; inactive = mostly below about 76%; note: some results filed as inactive read as strong as hits
Myeloid diff 2: compounds promoting myeloid differentiation | ER-HoxA9 myeloid progenitors, lysozyme-GFP differentiation, flow cytometry | calls only at 10 µM | 360,000 tested, 1% active;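 active = normalized GFP-positive differentiation at or above the plate's own cutoff, the solvent-only control mean plus 3 SD; inconclusive = no clear call, values can overlap the other calls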;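 note: cells exposed to compound for four days before flow analysis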
NOD1 inhibition: inhibition of NOD1-driven NF-kB reporter – cell-based, luminescence, uHTS, primary screen (AID 1578). NOD1-driven NF-kB luciferase reporter cells, luminescence; higher % means a stronger effect. one-dose inhibition, % at 4 µM; EC50 in µM for titrated hits. 290,000 tested, 1% active; in the data active = inhibition mostly above about 36%, no sharp cut-off; inactive = mostly below about 34%;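 note: HEK-293T reporter cells stimulated with the NOD1 agonist gamma-tri-DAP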
GPR55 activation: selective activators of receptor GPR55 – imaging, U2OS cells, beta-arrestin-GFP redistribution, primary screen (AID 1961); one-dose activation, % at 10 µM; EC50 in µM for titrated hits; 290,000 tested, 0.048% active; U2OS GPR55 beta-arrestin-GFP redistribution imaging; higher % means a stronger effect;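 active = activation above 40% with more than 50 cells counted in the well; inconclusive = wells holding fewer than 50 cells, flagged as toxic or sparse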;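 note: U2OS osteosarcoma cells stably expressing GPR55 and beta-arrestin-GFP; plate controls were DMSO negative control for no effect and LPI positive control for full effect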
KOR beta-arrestin-2: kappa opioid receptor blockers – cell-based, luminescence, uHTS (AID 1778) | inhibition, % at 10 µM, or IC50 in µM where a hit was titrated | KOR beta-arrestin recruitment, luminescence, antagonist mode; higher % means a stronger effect | 290,000 tested, 0.091% active; note: strong numbers were not always called active
GPR55 antagonists: GPR55 antagonists blocking LPI-driven arrestin recruitment, primary screen, imaging, U2OS, beta-arrestin-GFP, LPI agonist (AID 2013); inhibition, % at 10 µM, or IC50 in µM where a hit was titrated; 290,000 tested, 0.13% active; U2OS GPR55 beta-arrestin-GFP translocation imaging, LPI antagonism; higher % means a stronger effect;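 active = spots per cell inhibited over 60%, with over 100 cells counted and total cytoplasm intensity under 500,000; inconclusive = wells with under 100 cells, flagged as likely toxic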;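 note: U2OS cells stably carrying GPR55 and arrestin-GFP stimulated by 5 µM LPI near EC80; imaged beta-arrestin-GFP aggregate spots per cell after agonist stimulation; plate controls were LPI-stimulated DMSO wells for no effect and DMSO wells without LPI for full effect; some results filed as inactive read as strong as hits; confirmed hits need IC50 under 10 µM and bright autofluorescent wells are also inconclusive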
GPR35 antagonists: GPR35 antagonists blocking zaprinast-driven arrestin recruitment, primary screen, imaging, U2OS, beta-arrestin-GFP, zaprinast agonist (AID 2058); U2OS GPR35 beta-arrestin-GFP translocation imaging, zaprinast antagonism; higher % means a stronger effect; inhibition, % at 10 µM; hits with a dose series show IC50 in µM; 290,000 tested, 0.052% active;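 active = inhibition of at least 50% with at least 30 cells and total cytoplasm GFP at most 10,000,000; inconclusive = under 30 cells or total GFP of 10,000,000 plus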
Myeloid diff 2 GFP+ MAC1+ %: second read-out of Myeloid diff 2, no call of its own (marks repeat the call); GFP+ MAC1+ double positive, %; measured here: differentiation confirmed by MAC1 staining
* hit, by the source's call; i = inactive; ? = inconclusive; · = not tested or not shown; [ ] = another dose, or the depositor's remark. Cut-off read from the data, not from the text of the source, unless noted: active = inhibition above about 50%; inactive = the rest.

SMILES	HEK293 NOD2/NF-kB	KOR beta-arrestin-1	HIV fusion peptide	Myeloid diff 2	Myeloid diff 2 GFP+ MAC1+ %	NOD1 inhibition	GPR55 activation	KOR beta-arrestin-2	GPR55 antagonists	GPR35 antagonists
COCCn1c(SCC(=O)NC(C)c2ccc(F)cc2)nc2ccccc21 (stereo unspecified)	11%	-3.2%	0.4%	i	0.4	-73%	-0.1%	-16%	2%	-12%
O=C(Nc1ccccc1C(F)(F)F)N1CCN(c2ccc3nncn3n2)CC1	-4%	-4.3%	0.0%	i	0.3	6%	-0.2%	20%	-4%	1%
O=C(c1ccc(S(=O)(=O)N2CCCCCC2)cc1)N1CCN(c2ccccn2)CC1	1%	-1.4%	0.0%	i	1.0	6%	-0.1%	-51%	-6%	1%
CCOc1cccc2cc(-c3nnc(NCc4ccco4)s3)c(=O)oc12	-26%	-1.3%	1.4%	i	1.7	-50%	-0.1%	12%	23%	24%
O=C(c1ccc(NS(=O)(=O)c2cccs2)cc1)N1CCN(c2ccccc2Cl)CC1	6%	-1.4%	-1.4%	i	0.8	9%	0.1%	9%	13%	-6%
CCCCC(CC)C(=O)Oc1ccc(O)c(C(C)(C)C)c1 (stereo unspecified)	24%	1.7%	0.4%	i	0.3	6%	0.6%	-43%[20 µM]	17%	-3%
CCN(CC)S(=O)(=O)c1cccc(-c2nnc(SCC(=O)NC3CCCCCC3)n2N)c1	10%	-1.6%	1.2%	i	1.5	1%	-0.1%	-29%	16%	13%
Cc1ccc(/C=N/NC(=O)Cc2ccc(O)cc2)s1	-3%	-1.9%	-0.1%	?	·	-35%	0.3%	13%	0%	4%
CCN1C(=O)CSC1=Nc1ccccc1Cl	10%	-5.5%	-0.4%	i	1.0	-14%	-0.1%	-42%[20 µM]	0%	11%
CSc1ncc(Cl)c(C(=O)Nc2ccccc2Cl)n1	5%	-6.2%	0.7%	i	0.5	-5%	-0.1%	5%	-10%	7%
O=C(NCCN1CCN(Cc2ccccc2)CC1)C1c2ccccc2C(=O)N2CCc3ccccc3C12 (stereo unspecified)	-4%	0.5%	0.1%	i	0.6	6%	-0.1%	11%	16%	5%
O=C(CCC(=O)N1CCN(Cc2ccc(F)cc2)CC1)Nc1nnc(C(F)(F)F)s1	-9%	0.1%	-0.1%	i	0.4	-34%	-0.2%	20%	10%	-4%
CN1N=C(c2ccc(F)c(F)c2)CSC1=NCc1ccccc1	7%	-3.4%	-1.0%	i	0.5	-34%	1.5%	-15%	15%	-3%
O=C1/C(=C/c2cccnc2)SC(=S)N1c1ccc(F)cc1	2%	-1.3%	-0.6%	i	0.7	28%	-0.1%	-24%	7%	16%
Cc1ccnc(Sc2ccc([N+](=O)[O-])cn2)n1	-55%	·	-0.8%	i	0.8	14%	-0.1%	2%[20 µM]	2%	7%
O=[N+]([O-])c1ccc(/C=N\NS(=O)(=O)c2ccc(F)cc2)o1	18%	3.9%	1.3%	i	0.8	6%	-0.1%	0%	1%	3%
Cc1ccc2c(c1)N(CCCC(=O)NCC1COc3ccccc3O1)C(=O)CO2 (stereo unspecified)	8%	4.3%	-0.8%	i	0.5	·	-0.1%	-3%	9%	4%
CCCc1[nH]c2ccc(C#N)cc2c1CCC	29%	12%	1.7%	i	1.7	-7%	-0.2%	-138%[20 µM]	-4%	-1%
COc1ccc(OC)c(C2CC(c3ccccc3)=NN2C(=S)Nc2ccccc2)c1 (stereo unspecified)	-19%	-1.5%	-0.5%	i	0.9	4%	0.5%	-9%	-12%	-3%
CC(C)NC(=O)C1c2ccccc2Oc2ccccc21	-4%	-3.8%	1.1%	i	0.3	-36%	-0.1%	-6%	3%	-1%

Next part, overlapping the part above by 5 compounds.
SMILES	HEK293 NOD2/NF-kB	KOR beta-arrestin-1	HIV fusion peptide	Myeloid diff 2	Myeloid diff 2 GFP+ MAC1+ %	NOD1 inhibition	GPR55 activation	KOR beta-arrestin-2	GPR55 antagonists	GPR35 antagonists
O=[N+]([O-])c1ccc(/C=N\NS(=O)(=O)c2ccc(F)cc2)o1	18%	3.9%	1.3%	i	0.8	6%	-0.1%	0%	1%	3%
Cc1ccc2c(c1)N(CCCC(=O)NCC1COc3ccccc3O1)C(=O)CO2 (stereo unspecified)	8%	4.3%	-0.8%	i	0.5	·	-0.1%	-3%	9%	4%
CCCc1[nH]c2ccc(C#N)cc2c1CCC	29%	12%	1.7%	i	1.7	-7%	-0.2%	-138%[20 µM]	-4%	-1%
COc1ccc(OC)c(C2CC(c3ccccc3)=NN2C(=S)Nc2ccccc2)c1 (stereo unspecified)	-19%	-1.5%	-0.5%	i	0.9	4%	0.5%	-9%	-12%	-3%
CC(C)NC(=O)C1c2ccccc2Oc2ccccc21	-4%	-3.8%	1.1%	i	0.3	-36%	-0.1%	-6%	3%	-1%
CNC(=O)COC(=O)c1cc(-c2ccccc2)nn1-c1ccccc1	9%	0.4%	-1.8%	i	0.1	-37%	-0.7%	20%	2%	-11%
CC(C)(C)c1ccc(/C=C2\CCn3c2nc2cc(C(=O)O)ccc2c3=O)cc1	14%	-3.0%	50%	i	1.0	2%	-0.1%	17%	10%	18%
COc1ccc(/C=C(/C#N)C(=O)Nc2cccc([N+](=O)[O-])c2)cc1C(=O)O	12%	-2.0%	6.8%	i	0.1	-38%	0.8%	-16%	0%	-17%
CCOC(=O)c1c(C)[nH]c(C)c1C(=O)COC(=O)c1cc2ccccc2cc1OC	12%	14%	1.9%	i	1.9	-9%	0.5%	-52%	-2%	15%
CCOc1ccc(/C(CC)=N/NC(=O)C2(C)CC2(Br)Br)cc1 (stereo unspecified)	19%	5.4%	-2.4%	i	0.4	18%	-0.3%	8%	-3%	-3%
CCCCN(C(=O)Cn1ncc(Cl)c(Cl)c1=O)c1c(N)n(CC(C)C)c(=O)[nH]c1=O	21%	0.4%	1.3%	i	0.9	1%	0.3%	15%	6%	-11%
Cc1c(N(C)C(=O)COc2ccc3ccccc3c2)c(=O)n(-c2ccccc2)n1C	-1%	0.7%	-1.6%	i	1.9	-15%	0.1%	-6%	0%	25%
NCCCNc1nc(N)c([N+](=O)[O-])c(NC2CCCCC2)n1	15%	0.8%	-0.7%	i	0.3	-1%	0.0%	-32%	-12%	-1%
CCC(c1nc2ccccc2c(=O)n1CCCn1ccnc1)N1C(=O)c2ccccc2C1=O (stereo unspecified)	-11%	2.1%	1.4%	i	5.8	-31%	-0.2%	2%	-5%	5%
COc1ccccc1N1CCN(C(=O)CCCC2=NS(=O)(=O)c3ccccc3N2)CC1	8%	-4.0%	0.5%	i	3.1	-16%	-0.1%	23%	11%	-18%
COc1ccc(N2CC(C(=O)N[C@@H](C)C(=O)N[C@H](CO)c3ccccc3)CC2=O)cc1 (stereo partly specified)	1%	-3.9%	-0.4%	i	2.4	-23%	0.5%	24%[20 µM]	4%	-12%
COc1ccc(C2=NOC(C(=O)NC(C)C)C2)cc1 (stereo unspecified)	-6%	5.6%	1.0%	i	4.4	-27%	-0.1%	-24%	13%	8%
COC(=O)c1sc(N2CCN(Cc3ccccc3)CC2)nc1N	-21%	-1.6%	1.9%	i	0.5	-8%	-0.1%	-9%	8%	-3%
Cc1sc2c(c1C)c(=O)n(-c1cccc(C(F)(F)F)c1)c(=O)n2CC(=O)NCc1ccco1	3%	-7.4%	5.5%	i	0.4	6%	0.2%	-31%	6%	-7%
O=S(=O)(c1cccc2cccnc12)N1CCc2ccccc21	-15%	-8.6%	-1.0%	i	0.8	-10%	-0.1%	-10%	15%	3%
CC(=O)c1cc2c(cc1NC(=O)Cn1nc(-c3ccc(C)cc3)ccc1=O)OCO2	12%	-4.0%	-0.8%	i	1.9	-2%	0.5%	-26%	-4%	-11%
CCCc1cc(=O)[nH]c(SCC(=O)c2ccc3c(c2)NC(=O)CO3)n1	8%	·	-0.4%	i	0.6	0%	-0.1%	30%	17%	-15%
Cc1cc(C)n(C(=O)c2ccc(C)c(F)c2F)n1	-1%	-2.2%	-0.4%	i	0.5	-14%	-0.3%	18%	2%	6%
CC1(C)CC(=O)C=C(NCc2ccncc2)C1	-16%	1.1%	1.1%	i	0.3	10%	-0.1%	-12%	-4%	-9%
CC1CCc2cc(F)ccc2N1C(=O)CSc1nnc2c3ccccc3n(C)c2n1 (stereo unspecified)	0%	-0.4%	0.9%	·	·	-15%	-0.1%	12%	14%	5%
COc1cccc(-n2c(SCC(N)=O)nnc2-c2c[nH]c3ccccc23)c1	3%	-1.2%	3.1%	i	3.0	-39%	-0.1%	-31%	0%	-8%
CNC(=S)/N=C(/Nc1ccccc1)c1ccccc1	14%	-3.2%	0.2%	i	0.1	-30%	0.8%	4%	12%	-5%
COc1cccc(C(=O)NC2CC3CCCC(C2)N3CC(=O)Nc2ccc(N(C)C)cc2)c1 (stereo unspecified)	22%	11%	-0.2%	i	1.4	13%	0.3%	-10%	10%	-2%
Cc1cc(C)nc(NC(=O)NC(=O)c2ccccc2)n1	10%	-1.5%	-0.2%	i	1.4	-10%	0.6%	21%	10%	-11%
Fc1cccc(Cl)c1CSc1nnc2ccccn12	-10%	1.9%	-0.5%	i	0.5	-34%	0.3%	-37%	3%	0%
COc1ccc(C2(CNC(=O)c3ccccc3)CCOCC2)cc1	-5%	4.6%	-2.1%	i	0.8	3%	0.2%	·	1%	13%
COc1cc(C(c2c(C)n(C)n(-c3ccccc3)c2=O)c2c(C)n(C)n(-c3ccccc3)c2=O)cc(Br)c1O	14%	-4.8%	-1.4%	i	0.6	-3%	-0.2%	-35%[20 µM]	-10%	-1%
Clc1ccc(/C=N/c2c(-c3ccco3)nc3ccccn23)cc1	-8%	-4.1%	15%	i	1.6	-12%	0.0%	-32%	7%	-9%
C/C(=N\NC(=O)c1nn(C)cc1Br)c1ccc(NC(=O)c2ccncc2)cc1	4%	7.9%	0.3%	i	0.3	18%	-0.3%	-1%	7%	-15%
Cc1cccc2nc(-c3ccco3)oc(=O)c12	15%	4.4%	-0.2%	i	0.4	-19%	-0.1%	17%	-1%	-1%
Cc1cccn2c(=O)c(C=Nc3c(C)n(C)n(-c4ccccc4)c3=O)c(N3CCCC3)nc12	6%	6.6%	1.0%	·	·	-4%	-0.2%	-38%	-8%	-7%
Cc1nc([N+](=O)[O-])cn1CC(=O)c1ccccc1	20%	-1.3%	-1.2%	i	0.2	1%	0.4%	-14%	1%	-4%
CC(C)[C@H](CO)Nc1nc(NCc2ccc(S(N)(=O)=O)cc2)c2ncn(C(C)C)c2n1	28%	4.5%	2.8%	i	0.9	4%	-0.1%	3%	-14%	-3%
Nc1nc2ccccc2n1CCOc1ccc(F)cc1	11%	2.2%	2.0%	·	·	11%	-0.1%	-50%[20 µM]	0%	-2%

Source: PubChem

Some of the compounds tested; count on the stated rates, not on these rows.
